HTR5A ag: HTR5A agonists in luminescence cell assay, primary screen, counter-screen for OPRM1-OPRD1 heterodimer agonist project, full-deck HTS; AID 504692, 2011; activation, % at 9.3 µM; cell-based; 0.61% of 340,000 active; 5-hydroxytryptamine receptor 5A (Homo sapiens), P47898; in the data active means activation mostly above about 9.5%, no sharp cut-off; inactive means mostly below about 7.6%;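 further: 0% = cells with vehicle only and 100% = reference agonist; strong numbers were not always called active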
PvdQ acylase: P. aeruginosa PvdQ acylase inhibitors, primary screen, biochemical, fluorescence, plate reader and imaging, single point; PvdQ acylase [Pseudomonas aeruginosa LESB58]; purified PvdQ acylase; inhibition, % at 10 µM; 0.063% of 340,000 active; in the data active means inhibition above about 30%, passing the limit was not always enough; inconclusive means no clear call, values can overlap the other calls;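 further: 0% = vehicle neutral wells and 100% = reference inhibitor wells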
MITF TRPM1 HTS: activators of MITF-driven TRPM1 promoter reporter, primary screen, cell-based, SK-MEL-5, luciferase, single point; SK-MEL-5 TRPM1-promoter luciferase, 24 h; % of positive control, neutral wells = 0; activation, % at 12.5 µM; 0.75% of 300,000 active; AID 588334, 2011;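 active means mean activation of at least 80% with every replicate also reaching 80%; inconclusive means mean reaches 80% but some replicate falls short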;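 further: 0% = neutral control wells and 100% = parthenolide positive control wells; values of inactives mirror those of a sister screen read the other way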
RTF Ca sens act: cardiac RTF calcium sensitivity activators, primary screen, biochemical, IANBD-TnC fluorescence, EC20 calcium; AID 493008, 2010; Troponin I, cardiac muscle (Homo sapiens) + Troponin T, cardiac muscle (Homo sapiens) + …; 0.24% of 340,000 active; activation, % at 7.2 µM; IANBD-labeled TnC RTF fluorescence at EC20 calcium; 0% EC20 calcium, 100% full calcium;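 active means activation above the mean over all tested compounds plus 3 SD, cut at about 30% in these data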;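 further: rise in fluorescence read as greater calcium sensitivity of cardiac thin filaments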
CDK5 inh: inhibitors of human CDK5/p35 kinase, primary screen, biochemical, single concentration. AID 488839, 2010. Recombinant CDK5/p35, ADP-Glo luminescence, 60 min. Cyclin-dependent kinase 5 (Homo sapiens) + Cyclin-dependent kinase 5 activator 1 (Homo …. inhibition, % at 10 µM. 0.01% of 330,000 active;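 active means highest replicate inhibition of at least 50% and at least 75% of replicates reaching 50%; inconclusive means only one of the two criteria met; inactive means both criteria failed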;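 further: plate controls were DMSO neutral control for no effect and GW8510 at 10 µM for full effect; many of its hits are not listed in these tables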
Rtt109 HAT inh: inhibitors of C. albicans Rtt109/Vps75 HAT, primary screen, biochemical, ThioGlo CoA-SH fluorescence, plate reader. Histone acetyltransferase RTT109 (Candida albicans (strain SC5314 / ATCC MYA-2876)), …. 0.16% of 330,000 active. inhibition, % at 34.9 µM. purified Rtt109/Vps75, 4 h. AID 540336, 2011;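 active means inhibition of at least 50% in every replicate; inconclusive means best replicate reaches 50% inhibition but some replicates fall short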
SR-BI uptake up: activators of SR-BI mediated DiI-HDL uptake, primary screen, ldlA[mSR-BI] CHO cells, DiI fluorescence; 3 h; 100 = double the neutral-control signal; activation, % at 12.5 µM; 0.096% of 320,000 active; AID 504775, 2011;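 active means mean replicate activation of at least 60% and every replicate at or above 60%; inconclusive means mean or all-replicate condition met, but not both; inactive means mean below 60% and not all replicates reaching 60%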;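 further: 0% = median plate neutral-control signal and 100% = twice that signal; values of inactives mirror those of a sister screen read the other way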
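System: CHO ldlA[mSR-BI] cells / Medium: HEPES-buffered (25 mM, pH 7.4) F12 plus 0.5% BSA / Probe or stimulus: labelled HDL, 10 µg/mL / Doses: single compound concentration, delivered by pin transfer / Schedule: 3 h, 37 °C / Measured by: DiI fluorescence, bottom read / Measure: cell-associated DiI fluorescence as measure of HDL uptake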
SR-BI DiI inh: inhibitors of SR-BI mediated HDL lipid uptake, primary screen, ldlA[mSR-BI] cells, fluorescence, single point | Scavenger receptor class B member 1 (Mus musculus), Q61009 | ldlA[mSR-BI] CHO cells, DiI-HDL uptake fluorescence, 3 h | inhibition, % at 12.5 µM | 0.96% of 320,000 active | AID 488896, 2010;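 active means mean replicate inhibition of at least 70% and a set share of replicates each scoring 70 or more; inconclusive means meets just one of the two criteria; inactive means fails both criteria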;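 further: 0% = median of neutral control wells and 100% = median of positive control wells; values of inactives mirror those of a sister screen read the other way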
Target sequence (Q61009 whole entry, looked up): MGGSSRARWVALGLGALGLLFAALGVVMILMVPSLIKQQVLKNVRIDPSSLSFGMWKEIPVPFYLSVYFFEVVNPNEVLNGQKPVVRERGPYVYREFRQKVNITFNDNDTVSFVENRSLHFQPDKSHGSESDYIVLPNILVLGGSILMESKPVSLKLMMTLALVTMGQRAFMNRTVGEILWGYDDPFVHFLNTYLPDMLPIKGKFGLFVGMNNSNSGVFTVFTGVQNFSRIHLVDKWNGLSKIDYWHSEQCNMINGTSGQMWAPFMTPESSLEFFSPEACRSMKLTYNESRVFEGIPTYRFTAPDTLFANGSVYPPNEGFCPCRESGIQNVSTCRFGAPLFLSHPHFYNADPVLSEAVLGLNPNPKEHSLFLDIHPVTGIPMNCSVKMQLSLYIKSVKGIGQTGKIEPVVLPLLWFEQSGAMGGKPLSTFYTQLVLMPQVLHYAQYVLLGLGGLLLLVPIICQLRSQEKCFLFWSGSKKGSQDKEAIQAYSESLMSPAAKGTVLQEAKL
Wnt act: Wnt/beta-catenin pathway activators, primary screen, cell-based, plate reader, single point; Wnt/beta-catenin reporter cell assay, activator; activation, % at 9.35 µM; 1.2% of 300,000 active; AID 743398, 2014; in the data active means activation above about 30%, passing the limit was not always enough; inconclusive means no clear call, values can overlap the other calls;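 further: 0% = neutral control wells and 100% = positive control wells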
dFosB act: activators of delta FosB homodimer, primary screen, biochemical, fluorescence polarization, TAMRA-CDK5 oligo, single point | Protein FosB (Mus musculus), P13346 | purified delta FosB; percent of positive-control signal above neutral wells | activation, % at 25 µM | 0.99% of 340,000 active;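 active means mean activation above about 17%, with every replicate also reaching it, limit read from the data, passing the limit was not always enough; inconclusive means only one of the two conditions met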;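 further: fluorescence polarization rise as delta FosB binds a TAMRA Cdk5 AP-1 oligo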
Target sequence (P13346 whole entry, looked up): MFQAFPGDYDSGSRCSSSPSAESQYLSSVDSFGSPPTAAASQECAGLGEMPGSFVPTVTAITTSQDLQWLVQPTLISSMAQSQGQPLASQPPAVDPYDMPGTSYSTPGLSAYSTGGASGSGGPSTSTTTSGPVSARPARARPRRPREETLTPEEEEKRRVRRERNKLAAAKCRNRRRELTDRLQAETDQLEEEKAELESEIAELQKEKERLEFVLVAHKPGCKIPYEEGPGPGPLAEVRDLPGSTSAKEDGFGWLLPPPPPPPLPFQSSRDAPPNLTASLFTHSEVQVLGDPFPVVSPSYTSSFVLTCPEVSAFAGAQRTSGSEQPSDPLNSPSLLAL
Active calls of the source: *; ? = inconclusive; / = not tested or not shown.

cpd	structure	HTR5A ag	PvdQ acylase	MITF TRPM1 HTS	RTF Ca sens act	CDK5 inh
1	COc1ccc(S(=O)(=O)N2CCOC23CCN(C(=O)c2ccccc2Br)CC3)cc1	0	-12	6	-9	-4.0
2	CNC(=O)c1c(Cl)cnn1-c1ccc(F)cc1	3	-2	10	3	0.7
3	COc1ccc(OCCOC(=O)C(C)NS(=O)(=O)c2ccc(NC(C)=O)cc2)cc1 (stereo not drawn)	1	4	-5	0	-0.5
4	O=C(c1ccc(Cl)nc1)N1CCC(Cc2ccccc2)CC1	1	-4	6	3	1.4
5	O=C(COC(=O)c1ccc2ncsc2c1)Nc1cc(Cl)ccc1F	3	-16	5	-3	-1.0
6	O=C1C2C(C(=O)N1Cc1cccnc1)C1C=CC2C12CC2 (stereo not drawn)	-2	13	/	1	-4.9
7	O=C(Nc1ccc(Cl)cc1F)c1ccc(-n2cncn2)cc1	-4	-13	70	-4	0.9
8	COc1ccc(Cl)cc1C(=O)Nc1ccc(Br)c(C)n1	3	-1	5	2	-0.4
9	Cc1cc(=O)oc2cc(NC(=O)C(C)Oc3cccc(Cl)c3)ccc12 (stereo not drawn)	6	1	-19	6	0.5
10	COc1ccc(CCNC(=O)C2CCN(C(=O)c3ccc(Br)cc3)CC2)cc1	12	-16	-10	7	0.3
11	CCN(CCO)c1ccc(NC(=S)Nc2cccc(S(=O)(=O)N(C)C)c2)cc1	1	6	1	0	2.3
12	O=C(COc1ccc(Br)cc1Cl)NC(=O)Nc1ccc2c(c1)OCCO2	4	-9	16	6	0.0
13	Cc1ccc2c(c1)C(C)CC(C)(C)N2C(=O)CN1CCN(C)CC1 (stereo not drawn)	1	-2	3	-1	-0.1
14	O=C(c1cccc(Cl)c1Cl)N1CCN(c2ccccn2)CC1	-3	8	7	-2	0.4
15	Cc1cc(NC(=O)CSc2ccc(-c3ccc(Br)cc3)nn2)no1	-2	-19	20	9	0.1

cpd	Rtt109 HAT inh	SR-BI uptake up	SR-BI DiI inh	Wnt act	dFosB act
1	2	3	-3	-2	-10
2	-2	3	-3	3	-6
3	-7	19	-19	1	-8
4	-6	3	-3	-2	-9
5	3	-2	2	3	-16
6	7	13	-13	/	6
7	-6	8	-8	20	-2
8	-3	-55	55	20	-7
9	-3	-43	43	0	8
10	3	-7	7	1	-6
11	-2	-5	5	0	-11
12	1	9	-9	8	-2
13	-2	/	/	-11	4
14	-3	-6	6	/	3
15	-9	12	-12	2	9

(further entries)
cpd	structure	HTR5A ag	PvdQ acylase	MITF TRPM1 HTS	RTF Ca sens act	CDK5 inh
16	CCOC(=O)c1[nH]c(=O)[nH]c1CN(Cc1ccco1)Cc1[nH]c(=O)[nH]c1C(=O)OCC	-1	-6	-8	-3	-1.6
17	COc1ccc(CN2[C@@H](CC(C)=O)c3cc(C(F)(F)F)ccc3S2(=O)=O)cc1	7	2	1	-2	-2.4
18	CC1(C)O[C@@H]2[C@H](O1)[C@@H](CO)O[C@H]2n1cc(Br)c(=O)[nH]c1=O	-4	9	3	-2	0.8
19	COc1cc(/C=C/C(=O)OCC(=O)Nc2ccc3c(c2)OCO3)ccc1O	10	-1	-2	1	0.0
20	COc1ccc(OC)c2[nH]c(=O)c(CCNC(=O)C(=O)c3c(C)[nH]c4ccccc34)cc12	2	-8	7	-4	-0.5
21	O=C(COc1ccccc1)Nc1cc(C(F)(F)F)ccc1N1CCCC1	3	-17	-16	-3	-0.9
22	O=C(Nc1cccc(S(=O)(=O)N2CCCCC2)c1)C1CCC1	5	-1	-15	3	-2.4
23	O=C(C[n+]1ccc(C(=O)N/N=C/c2ccc(Cl)cc2Cl)cc1)c1ccccc1	4	-17	-9	4	3.3
24	COc1ccc(OC)c(N(CC(=O)N2CCC(C)CC2)S(=O)(=O)c2ccccc2)c1	-2	-13	4	4	-1.3
25	COc1ccc(Cl)cc1NC(=O)CSc1nnc(C2CC2)n1N	3	-15	1	1	-0.6
26	NC(=O)COC(=O)c1ccc2c(c1)S(=O)(=O)c1ccccc1C2=O	6	-5	-6	-6	-0.6
27	C[C@H](NC(=O)c1nc[nH]c1C(=O)NCc1ccccc1)C(=O)OC(C)(C)C	9	-2	-13	-2	-0.1
28	O=[N+]([O-])c1ccc(Cl)c(S(=O)(=O)Nc2cccc(-c3ccc(N4CCOCC4)nn3)c2)c1	-1	-7	86*	-11	1.1
29	O=S1(=O)CCOCCCN1Cc1ccccc1F	14	6	5	-6	0.7
30	COc1cc(-c2noc(C)c2/C=C/c2cccc([N+](=O)[O-])c2)cc(OC)c1OC	-3	-1	-15	1	0.1

cpd	Rtt109 HAT inh	SR-BI uptake up	SR-BI DiI inh	Wnt act	dFosB act
16	-4	4	-4	-1	-1
17	-3	2	-2	-2	1
18	7	33	-33	-2	-6
19	32	/	18	-1	-5
20	/	-10	10	-2	-9
21	-3	-54	54	/	4
22	-1	-24	24	-1	2
23	2	-31	31	1	-2
24	-9	-6	6	-3	-7
25	-2	17	-17	-2	2
26	9	12	-12	-1	-4
27	2	18	-18	-4	-1
28	4	13	-13	10	-1
29	9	8	-8	0	-6
30	-4	-81	81*	-15	-1

Following part
cpd	structure	HTR5A ag	PvdQ acylase	MITF TRPM1 HTS	RTF Ca sens act	CDK5 inh
31	Cc1cccc(-c2nc(CS(=O)CC(=O)NCCc3ccccc3)c(C)o2)c1 (stereo not drawn)	-2	-12	14	-2	3.0
32	COc1cc(Cl)c(C)cc1NC(=O)CN(C)Cc1cccc(OC)c1OC	3	-2	4	0	0.2
33	CCc1ccc(N2CN(Cc3ccco3)CNC2=S)cc1	5	-14	/	1	0.9
34	Cc1ccccc1NC(=O)C(C)N1C(=O)c2ccccc2C1=O (stereo not drawn)	1	-25	-11	8	-2.8
35	O=C(CSc1nnc(-c2cccc(S(=O)(=O)N3CCCCC3)c2)o1)c1ccc[nH]1	2	-19	-6	1	-1.3
36	CCN1C(=NCCOC)N[C@@H](c2cccc(C(F)(F)F)c2)C(C(=O)OC)=C1C	1	-8	3	-1	-0.8
37	O=C(Nc1c(-c2ccccc2)nc2c(Br)cc(Br)cn12)c1ccco1	1	-7	9	1	2.1
38	COc1ccc(OC)c(S(=O)(=O)NC2CCCCNC2=O)c1 (stereo not drawn)	3	1	-5	-1	0.2
39	OC(COCc1ccccc1F)CN1CCCCC1 (stereo not drawn)	-3	8	/	6	1.2
40	O=C(c1cc(C2CC2)on1)N1CCN(c2ccc(F)cc2)CC1	0	-14	/	5	-1.5
41	O=C(COC(=O)c1cc(S(=O)(=O)N2CCOCC2)ccc1F)NC1CC1	-2	15	-13	-4	0.7
42	CCOC(=O)C(C)Oc1ccc(NC(=O)C(Cl)Cl)cc1 (stereo not drawn)	-1	-15	-7	9	0.6
43	Cc1ccccc1OC(=O)c1cccnc1	0	-18	/	4	-0.9
44	O=C(/C=C/c1ccco1)Nc1nnc(-c2ccco2)s1	-1	-2	/	1	-5.2
45	COc1ccccc1CNC(=O)COC(=O)c1cc(S(=O)(=O)N2CCOCC2)ccc1Cl	-5	-5	8	-8	-2.2

cpd	Rtt109 HAT inh	SR-BI uptake up	SR-BI DiI inh	Wnt act	dFosB act
31	-5	-2	2	1	-8
32	0	-40	40	-2	-14
33	-2	4	-4	2	3
34	-3	14	-14	1	7
35	-2	14	-14	/	-5
36	-4	17	-17	-4	2
37	-6	6	-6	2	?
38	-7	11	-11	-1	5
39	/	6	-6	0	-8
40	1	20	-20	2	-10
41	-10	8	-8	0	-9
42	-3	-13	13	-3	-10
43	-1	-6	6	1	0
44	-10	41	-41	-1	?
45	5	-13	13	2	-14

Shown with one line to a screen: entries from further up.
45) COc1ccccc1CNC(=O)COC(=O)c1cc(S(=O)(=O)N2CCOCC2)ccc1Cl
40) O=C(c1cc(C2CC2)on1)N1CCN(c2ccc(F)cc2)CC1
34) Cc1ccccc1NC(=O)C(C)N1C(=O)c2ccccc2C1=O (stereo not drawn)
41) O=C(COC(=O)c1cc(S(=O)(=O)N2CCOCC2)ccc1F)NC1CC1
Compound | 45 | 40 | 34 | 41
HTR5A ag | -5 | 0 | 1 | -2
PvdQ acylase | -5 | -14 | -25 | 15
MITF TRPM1 HTS | 8 | / | -11 | -13
RTF Ca sens act | -8 | 5 | 8 | -4
CDK5 inh | -2.2 | -1.5 | -2.8 | 0.7
Rtt109 HAT inh | 5 | 1 | -3 | -10
SR-BI uptake up | -13 | 20 | 14 | 8
SR-BI DiI inh | 13 | -20 | -14 | -8
Wnt act | 2 | 2 | 1 | 0
dFosB act | -14 | -10 | 7 | -9

(listing goes on)
cpd	structure	HTR5A ag	PvdQ acylase	MITF TRPM1 HTS	RTF Ca sens act	CDK5 inh
46	CC(=O)N1CCN(C(=O)CNc2cc(C(F)(F)F)ccc2OCC(F)(F)F)CC1	-1	-13	-4	15	-0.3
47	O=C(c1ccc(N2CCCCS2(=O)=O)cc1)N1CCN(c2ccc(N3CCOCC3)nn2)CC1	4	-14	1	-4	-3.3
48	O=C(COC(=O)C1CC2CCCC(C1)C2=O)NNC(=O)c1ccccc1Br (stereo not drawn)	-5	-5	3	-8	-0.3
49	COc1ccc([C@H]2C=C(C(=O)O)O[C@@H](OCc3ccc(CO)cc3)C2)cc1	-4	-5	-3	0	-1.1
50	CCc1cc2c(SCc3nc4sc(C(C)=O)c(C)c4c(=O)[nH]3)ncnc2s1	1	4	6	2	-0.9
51	O=C(c1cc2n(n1)C(C(F)(F)F)CC(c1ccc(Cl)cc1)N2)N1CCCC1 (stereo not drawn)	3	7	-13	-2	3.9

cpd	Rtt109 HAT inh	SR-BI uptake up	SR-BI DiI inh	Wnt act	dFosB act
46	1	3	-3	/	-1
47	0	-9	9	0	-3
48	-1	7	-7	0	3
49	8	7	-7	0	0
50	20	-5	5	-1	-15
51	3	4	-4	-3	-8

Compound activity as filed in PubChem.
